# Bioassay records deposited in PubChem by Sanford-Burnham Center for Chemical Genomics.
# HT1080 cytotoxicity = HT1080 cell viability loss – fluorescence readout (AID 620). one-dose cytotoxicity, % at 10 µM; EC50 in µM for titrated hits. HT1080 viability, fluorescence; higher % means a stronger effect. actives 0.42% (n = 87,000); in the data active = cytotoxicity above about 50%;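 note: cells exposed to compound overnight then 4 h with Alamar Blue; 0% = vehicle DMSO and 100% = killing control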
# Starred values were filed as active, the others as inactive.
SMILES	HT1080 cytotoxicity
CN(C)Cc1c(O)c(Cl)cc2c3c(c(=O)oc12)CCCC3	0%
CCCN1C(=O)/C(=C/c2ccc(C)s2)NC1=S	-13%
Cc1ccc(CNCc2cccnc2)cc1	-8%
Oc1ccc(C(=S)N2CCCCCC2)cc1	-2%
CO/N=C/c1ccc(Sc2ccccc2N)c([N+](=O)[O-])c1	0%
Cc1ccc(S(=O)(=O)Nc2ccc(N3CCOCC3)cc2)cc1	33%
Cc1ccc(NC(=O)CCSc2nnc3ccccn23)cc1	-6%
COc1ccc(N2CCN(C(=O)CCc3ccc(S(=O)(=O)NCC(C)C)cc3)CC2)cc1	1%
COC(=O)c1c(NC(=O)C(C)C)sc2c1C(C(=O)OC)CC2 (stereo not drawn)	2%
CCOc1cc(N2CCOCC2)c(OCC)cc1NC(=O)Cc1cccc(OC)c1	-14%
CCCOc1ccc(-c2nn(-c3ccccc3)cc2/C=C2\SC(=S)N(C3CCS(=O)(=O)C3)C2=O)cc1 (stereo not drawn)	-13%
COc1ccc(CC(=O)NCc2ccc3c(c2)OCO3)cc1	-8%
COc1cc(/C=C/c2c([N+](=O)[O-])c(=O)n(C)c(=O)n2C)cc(OC)c1OC	10%
CCCn1c(NCc2ccco2)nc2c1c(=O)n(C)c(=O)n2C	-8%
COc1ccc(C(C(=O)NC(C)(C)C)N(Cc2cccs2)C(=O)CCC(=O)Nc2cc(C)on2)cc1 (stereo not drawn)	-8%
COc1ccc(-c2csc(Nc3cccnc3)n2)cc1OC	9%
COc1ccc(C2CC(=O)n3c(nc4ccccc43)S2)cc1OC (stereo not drawn)	-8%
CC(C)(C)C(=O)NC1CCN(S(=O)(=O)c2ccc(C(F)(F)F)cc2)CC1	-11%
O=c1oc2ccccc2cc1-c1nc(-c2cccs2)cs1	27%
COc1cc(OC)cc(C(=O)Nc2ccc(S(=O)(=O)Nc3cc(C)nc(C)n3)cc2)c1	-4%
Cc1cc(=O)oc2cc(NC(=O)C3CC(=O)N(Cc4ccccc4)C3)ccc12 (stereo not drawn)	-4%
COc1ccc(CCN(Cc2cc3cccc(C)c3[nH]c2=O)C(=O)NC2CCCCC2)cc1OC	9%
CCOC(=O)c1sc(NC(=O)c2ccc(C)s2)cc1C	9%
CC(=O)Nc1ccc(NC(=O)CSc2nnc(-c3ccco3)n2Cc2ccco2)cc1	-2%

# A run of entries taken from the entries so far, for reference:
SMILES	HT1080 cytotoxicity
COC(=O)c1c(NC(=O)C(C)C)sc2c1C(C(=O)OC)CC2 (stereo not drawn)	2%
CCOc1cc(N2CCOCC2)c(OCC)cc1NC(=O)Cc1cccc(OC)c1	-14%
CCCOc1ccc(-c2nn(-c3ccccc3)cc2/C=C2\SC(=S)N(C3CCS(=O)(=O)C3)C2=O)cc1 (stereo not drawn)	-13%
COc1ccc(CC(=O)NCc2ccc3c(c2)OCO3)cc1	-8%
COc1cc(/C=C/c2c([N+](=O)[O-])c(=O)n(C)c(=O)n2C)cc(OC)c1OC	10%
CCCn1c(NCc2ccco2)nc2c1c(=O)n(C)c(=O)n2C	-8%
COc1ccc(C(C(=O)NC(C)(C)C)N(Cc2cccs2)C(=O)CCC(=O)Nc2cc(C)on2)cc1 (stereo not drawn)	-8%
COc1ccc(-c2csc(Nc3cccnc3)n2)cc1OC	9%
COc1ccc(C2CC(=O)n3c(nc4ccccc43)S2)cc1OC (stereo not drawn)	-8%
CC(C)(C)C(=O)NC1CCN(S(=O)(=O)c2ccc(C(F)(F)F)cc2)CC1	-11%
O=c1oc2ccccc2cc1-c1nc(-c2cccs2)cs1	27%
COc1cc(OC)cc(C(=O)Nc2ccc(S(=O)(=O)Nc3cc(C)nc(C)n3)cc2)c1	-4%
Cc1cc(=O)oc2cc(NC(=O)C3CC(=O)N(Cc4ccccc4)C3)ccc12 (stereo not drawn)	-4%
COc1ccc(CCN(Cc2cc3cccc(C)c3[nH]c2=O)C(=O)NC2CCCCC2)cc1OC	9%
CCOC(=O)c1sc(NC(=O)c2ccc(C)s2)cc1C	9%
CC(=O)Nc1ccc(NC(=O)CSc2nnc(-c3ccco3)n2Cc2ccco2)cc1	-2%

# Additional results:
SMILES	HT1080 cytotoxicity
CC(C)c1ccc(C(C(=O)NC2CCCC2)N(C(=O)CNC(=O)c2ccco2)c2cccnc2)cc1 (stereo not drawn)	8%
CC1=C(C)CC(C(=O)c2ccc(C)cc2)C(C(=O)O)C1 (stereo not drawn)	-8%
Fc1cccc(-n2ncc(-c3nnnn3-c3ccccc3)c2C(F)(F)F)c1	-8%
Cc1ccc(SC(C)C(=O)Nc2ccc(S(=O)(=O)N3CCOCC3)cc2)cc1 (stereo not drawn)	0%
CCOC(=O)c1ccc(NC(=O)c2ccccc2)cc1	9%
CC(=O)N1CCN(C(=O)Cn2c(=O)oc3ccccc32)CC1	-8%
COC(C(=O)Nc1ccccc1F)c1ccccc1 (stereo not drawn)	2%
O=C(c1cccc(F)c1F)N1CCCC1	6%
Cc1cccc(NC(=O)N2CCN(Cc3ccccc3)CC2)c1	-11%
CC(NC(=O)c1cc(-c2ccc3c(c2)OCO3)nc2ccccc12)C(C)(C)C (stereo not drawn)	1%
Cn1c(O)c(C=NCC2CCNCC2)c(=O)n(C)c1=O	6%
CCc1[nH]c(=O)c(C#N)c2c1COC(C)(C)C2	-4%
Cc1cccc(N2C(=O)CC(Sc3nnc(C)s3)C2=O)c1 (stereo not drawn)	-6%
CC(Sc1ccccn1)C(=O)Nc1ccc(S(N)(=O)=O)cc1 (stereo not drawn)	4%
COc1ccc(C(=O)c2ccc(Cl)cc2)c2ccccc12	-15%
COc1ccc(-c2nnc(N(C)C(=O)C3CCCO3)s2)cc1 (stereo not drawn)	0%
Cc1ccc(C(=O)Nc2ccon2)cc1S(=O)(=O)N1CCCC1	-1%
CCNc1nc(NCC)nc(C(=O)NN)n1	-6%
CCn1c(SCC(=O)Nc2sc3c(c2C#N)CCCC3)nnc1-c1ccncc1	-3%
CC(=O)Nc1ccc(S(=O)(=O)n2cnc3ccccc32)cc1	29%
COc1ccc(-c2nnc(N(C)C(=O)C3CCOC3)s2)cc1 (stereo not drawn)	0%
Cc1ccc(-c2nnc(SCc3nc4ccccc4[nH]3)n2Cc2ccco2)cc1	2%
CN1CCOCCOCCN(C)C(=O)N2CCOCCOCCN(CCOCC2)C1=O	-3%
Cc1cc(NC(=O)CSc2nc(C(C)C)nc3ccccc23)no1	-17%
CN1CCN(C(=O)C(C(=O)c2ccc(F)cc2)n2ccccc2=O)CC1 (stereo not drawn)	-19%
CC(C)(C)C(=O)Nc1ccc(N2CCCC2)cc1	-4%
CC(C)CNC(=O)NC(=O)COc1c(F)c(F)cc(F)c1F	-5%
CC(C)Oc1ccc(C(=O)NC(C)(C)CO)cc1	19%
COCCn1c(SC(C)C(=O)Nc2ncc(Cl)cc2Cl)nc2ccccc21 (stereo not drawn)	8%
Cc1c(C(=O)OC(C)C)nnn1-c1nonc1N	1%
CC(C)(C)C(=O)CC1(O)C(=O)N(Cc2ccc(Cl)cc2)c2ccccc21 (stereo not drawn)	2%
O=C1CSC(c2cn(-c3ccccc3)nc2-c2cc3ccccc3o2)N1Cc1ccccc1 (stereo not drawn)	-7%
O=C1CC(C(F)(F)C(F)(F)C(F)(F)F)=Nc2ccccc2N1	11%
Clc1ccc(-c2ccc(SCc3ccccn3)nn2)cc1	-26%
CCOc1ccc(C(=S)N2CCOCC2)cc1OC	11%
COCc1c(C(=O)OC)nnn1-c1ccccc1	-1%
Cn1c(CN2CCCCC2)nc2cc(NC(=O)c3ccc(Cl)cc3)ccc21	-11%
CCOC(=O)C1=C(C)N(CCCC(=O)O)C(=O)NC1c1ccccc1Cl (stereo not drawn)	-17%
CCCNC(=O)CC1C(=O)N(Cc2ccccc2)C(C)c2nc3ccccc3n21 (stereo not drawn)	-1%
COc1ccc2[nH]c3c(N4CC(C)OC(C)C4)ncnc3c2c1 (stereo not drawn)	0%
N/C(=N\OS(=O)(=O)c1ccccc1)c1ccncc1	29%
CCOc1ccccc1NC(=O)COn1nnc2ccc(Cl)cc21	-5%
Cc1ccc(Nc2nc3c(s2)CCC3)c(C)c1	-10%
COC(=O)c1ccc(C(NC(=O)OCc2ccccc2)/C(F)=C/[C@@H](C)C(=O)N2CCN(C)CC2)cc1 (stereo partly drawn)	-11%
Clc1ccc(/C=N/Nc2nnc(Cl)c3ccccc23)cc1	3%
Cc1cccc(C(=O)O/N=C2/CC3CCC2(C)C3(C)C)c1 (stereo not drawn)	-1%
CCN(CC)CCNc1ncnc2c1sc1nc(N3CCOCC3)c3c(c12)CC(C)(C)SC3	31%
CCN1CCN(C(=O)c2cc(-c3cccnc3)nc3ccc(Br)cc23)CC1	-9%
CCOc1ccc(NC(=O)N2CCC(c3ccc(C)cc3)C2)cc1 (stereo not drawn)	-1%
CCOc1ccc(C(=O)OCC(=O)c2c(N)n(C)c(=O)n(C)c2=O)cc1OCC	-6%
CCOC(=O)C(NC(C)=O)(Nc1ccc(S(=O)(=O)Nc2cc(C)on2)cc1)C(F)(F)F (stereo not drawn)	2%
CCOC(=O)Nc1sc(C(=O)N(C)C)c(C)c1C(=O)OCC	-23%
Cc1ccc(S(=O)(=O)N2CCN(C(=O)CSc3ncc(C(F)(F)F)cc3Cl)CC2)cc1	-10%
COc1ccccc1CNC(=O)CCNS(=O)(=O)c1cccc2nsnc12	-1%
Cc1cc[n+](-c2nc([O-])n(-c3ccccc3)c2C=O)cc1	-6%
CCCCC(c1nnnn1CC1CCCO1)N1CCN(Cc2ccccc2)CC1 (stereo not drawn)	-6%
COc1ccccc1C(O)Cc1nc2ccccc2n1C (stereo not drawn)	-2%
CCCCNC(=O)Nc1nnc(-c2ccccc2)o1	6%
O=c1c2ccccc2cnn1-c1ccc(Br)cc1	-3%
COc1ccccc1NC(=O)CN(Cc1ccccc1)S(C)(=O)=O	-3%

# (continued)
SMILES	HT1080 cytotoxicity
CC(=O)C1=NN(c2ccccc2)C(c2cccs2)N1c1ccccc1 (stereo not drawn)	-18%
O=C(NCc1cccnc1)C1CCCN(Cc2cnn(-c3ccccc3)c2-n2cccc2)C1 (stereo not drawn)	2%
O=C(NCc1ccco1)c1cccc(N2CCCC2=O)c1	10%
COC(=O)[C@@]1(Cc2ccc(OC)cc2)[C@H]2c3cc(C(=O)N(C)C)n(CCc4ccccn4)c3C[C@H]2CN1C(=O)c1ccccc1	8%
CCOc1ccc(NS(=O)(=O)c2ccc(OCC)c3ncccc23)cc1	19%
O=C(CSc1nnnn1-c1cccc2c1CCCC2)N1CCCC1	-12%
CN(C)CCNC(=O)c1ccccc1	5%
COc1ccc(CCC(=O)Nc2cc(Cl)ccc2N2CCN(C)CC2)cc1	0%
C=CCNC(=O)c1ccc(N(C)S(=O)(=O)c2ccc(OC)cc2)cc1	-13%
O=C(O)C1C2C=CC(O2)C1C(=O)NCc1ccccc1Br (stereo not drawn)	6%
COc1ccc(Nc2nc(NCCO)nc(OC)n2)cc1	-4%
CC(=O)Nc1nnc(CCN2CCCCC2)s1	-12%
CCc1ccc(NCc2cc3c(C)nn(-c4ccccc4)c3[nH]c2=O)cc1	-9%
CCOC(=O)C1=C(c2ccccc2)OC(N)=C(C#N)C1C1CCCCC1 (stereo not drawn)	-4%
COCCn1c(-c2ccc(OC)cc2)nc2oc3cc(OC)ccc3c(=O)c2c1=O	0%
Cn1nc(-c2ccc(C(=O)N3CCN(Cc4ccccc4)CC3)cc2)c2ccccc2c1=O	-13%
Cc1[nH]n(-c2ccccc2)c(=O)c1Sc1ccc(Cl)cc1	-2%
CC(C)(C)NC(=O)c1cccc(NC(=O)c2ccco2)c1	-13%
O=C(NCCCn1ccnc1)Nc1ccc(Cl)cc1Cl	4%
O=C(Oc1nsnc1N1CCOCC1)N1CCCC1	-7%
COC(=O)CSc1ccc(C#N)c(SCC(=O)OC)c1	-11%
COc1ccc2c(c1)C(=O)/C(=C/C=C/c1ccccc1)CC2	2%
CCOC(=O)c1c(NC(=O)c2ccoc2C)sc(C)c1C	6%
CCOC(=O)c1c(C)[nH]c(N=Nc2ccccc2C)c1C	4%
COC(=O)[C@@H]1C[C@@]2(O)[C@H](O)[C@H](O)[C@H](O)C[C@H]2N1C/C=C/c1ccccc1	7%
Cc1cccc(-n2cnc(C(=O)N/N=C\c3ccc(Br)cc3)c2)n1	0%
CN(C)S(=O)(=O)c1ccc(S(=O)(=O)N2CCCC2)cc1	24%
Cc1ccc(C(=O)NNC(=O)c2ccc(SCC3CCCO3)c([N+](=O)[O-])c2)cc1 (stereo not drawn)	18%
COc1ccc(CN2C(=O)c3cccnc3C2Nc2ccc(C)cc2)cc1 (stereo not drawn)	-8%
CCc1ccc(C2C(C#N)=C(N)C(C#N)(C#N)C3=CCC(C(C)(C)C)CC32)cc1 (stereo not drawn)	-2%
CCC(=O)NC(Nc1nc2ccc(C)cc2s1)(C(=O)OC)C(F)(F)F (stereo not drawn)	10%
c1ccc(Nc2ccc3c4c(cccc24)CC3)cc1	4%
Cc1cc(-c2ccccc2)nc(N2CCC(C(=O)NCC3CCCCC3)CC2)n1	-3%
CC(=O)OCC1OC(n2ccc3ccccc32)C(OC(C)=O)C(OC(C)=O)C1OC(C)=O (stereo not drawn)	-4%
Cc1nc(-c2cccc(S(=O)(=O)N3CCCCCC3)c2)cs1	1%
CC1(C)CC(=O)C(C2NCCc3ccccc32)=C(O)C1 (stereo not drawn)	-4%

# Three entries out of the list, arranged by formula weight, descending.
SMILES	HT1080 cytotoxicity
Cc1ccc(C(=O)NNC(=O)c2ccc(SCC3CCCO3)c([N+](=O)[O-])c2)cc1 (stereo not drawn)	18%
Cc1cc(-c2ccccc2)nc(N2CCC(C(=O)NCC3CCCCC3)CC2)n1	-3%
COc1ccc(CN2C(=O)c3cccnc3C2Nc2ccc(C)cc2)cc1 (stereo not drawn)	-8%

# (next part)
SMILES	HT1080 cytotoxicity
COc1cc(Nc2nnc(C)s2)c(Cl)cc1Cl	0%
OC(CN1C2=NCCCN2c2ccccc21)c1ccc(Br)cc1 (stereo not drawn)	0%
CC(C)c1nc2ccccc2n1CCC(=O)O	-2%
CCOC(=O)c1c(CN2CCOCC2)n(-c2ccccc2)c2cc(Br)c(OC)cc12	2%
CCOC(=O)Cc1csc(NC(=O)CSc2nc(N)c3c(C)c(C)sc3n2)n1	-10%

# An excerpt; rates above refer to the full screens.
